PREPL inh – PREPL enzyme inhibitors, primary screen, biochemical, fluorescence polarization. Prolyl endopeptidase-like (Homo sapiens), Q4J6C6. inhibition, % at 5.96 µM. 320,000 tested, 0.68% active. recombinant PREPL, fluorescence polarization activity-based probe; in the data active means inhibition above about 43%;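 further: 0% = enzyme with DMSO and 100% = wells lacking enzyme; many of its hits are not listed in these tables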
PAD4 inh – human PAD4 inhibitors, primary screen, biochemical, fluorescence polarization, 1536-well format; recombinant PAD4, RCA probe fluorescence polarization; inhibition, % at 6.36 µM; 330,000 tested, 0.41% active; AID 485272, 2010;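 active means percent inhibition above a cutoff equal to the mean of all tested compounds plus 3 SD, cut at about 15% in these data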;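 further: 0% = PAD4 with RCA probe and DMSO and 100% = probe without PAD4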
GSTO1 counter – inhibitors of recombinant GSTO1, primary screen, counter-screen for RBBP9 inhibitor project, biochemical, fluorescence polarization | Glutathione S-transferase omega-1 (Homo sapiens), P78417 | activity-based probe fluorescence polarization | inhibition, % at 5.96 µM | 300,000 tested, 1.1% active | AID 1974, 2009;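 active means inhibition above the campaign mean inhibition plus 3 SD, cut at about 35% in these data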;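 further: 0% = GSTO1-1 with DMSO and 100% = wells lacking GSTO1-1 enzyme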
Target sequence (P78417 whole entry, looked up): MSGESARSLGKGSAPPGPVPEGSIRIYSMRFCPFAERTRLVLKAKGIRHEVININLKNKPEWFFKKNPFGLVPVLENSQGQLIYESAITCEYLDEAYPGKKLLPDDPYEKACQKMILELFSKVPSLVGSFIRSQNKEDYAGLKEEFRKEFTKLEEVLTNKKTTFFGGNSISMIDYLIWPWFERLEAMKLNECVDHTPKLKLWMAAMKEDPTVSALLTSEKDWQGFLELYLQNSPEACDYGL
PME-1 primary – PME-1 inhibitors via competitive probe labeling, primary screen, biochemical, fluorescence polarization, FP-Rh probe, HTS; Protein phosphatase methylesterase 1 (Homo sapiens), Q9Y570; recombinant PME-1; inhibition, % at 5.9 µM; 320,000 tested, 0.53% active;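 active means inhibition above the campaign mean of all compounds plus 3 SD, cut at about 26% in these data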;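 further: competitive labeling of PME-1 active site by serine hydrolase directed probe; 0% = PME-1 with DMSO and 100% = wells lacking PME-1 enzyme; inhibitors block probe labeling so polarization falls and inhibition rises; many of its hits are not listed in these tables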
LYPLA2 counter – LYPLA2 inhibitors, primary screen, counter-screen for PME1 inhibitor project, biochemical, fluorescence polarization, FP-Rh probe ABPP; 320,000 tested, 0.38% active; Acyl-protein thioesterase 2 (Homo sapiens), O95372; inhibition, % at 5.9 µM; AID 2177, 2009; recombinant LYPLA2;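 active means inhibition above the screen-wide mean plus 3 SD, limit set per campaign, cut at about 26% in these data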;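 further: 0% = LYPLA2 with DMSO and 100% = wells lacking LYPLA2 enzyme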
Target sequence (O95372 whole entry, looked up): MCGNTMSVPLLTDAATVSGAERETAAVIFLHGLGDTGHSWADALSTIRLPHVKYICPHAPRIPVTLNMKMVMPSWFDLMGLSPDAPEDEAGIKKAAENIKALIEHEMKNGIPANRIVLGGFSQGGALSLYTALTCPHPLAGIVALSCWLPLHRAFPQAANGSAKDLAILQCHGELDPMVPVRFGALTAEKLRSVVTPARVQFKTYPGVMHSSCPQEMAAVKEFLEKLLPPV
LYPLA1 inh – LYPLA1 inhibitors, primary screen, counter-screen for PME1 inhibitor project, biochemical, fluorescence polarization, FP-Rh probe ABPP; Acyl-protein thioesterase 1 (Homo sapiens), O75608; AID 2174, 2009; inhibition, % at 5.9 µM; recombinant LYPLA1; 320,000 tested, 0.16% active;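 active means inhibition above the mean of all tested compounds plus 3 SD, set per campaign, cut at about 14% in these data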;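 further: inhibitors block serine hydrolase probe labeling of LYPLA1 so polarization falls; 0% = enzyme with DMSO and 100% = wells lacking LYPLA1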
PAFAH1B3 inh – PAFAH1B3 enzyme inhibitors, primary screen, biochemical, fluorescence polarization, human; Platelet-activating factor acetylhydrolase IB subunit alpha1 (Homo sapiens), Q15102; recombinant PAFAH1B3, FP-rhodamine probe; inhibition, % at 3.39 µM; 340,000 tested, 0.28% active;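 active means inhibition above the screen-wide average of all tested compounds plus 3 SD, cut at about 25% in these data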;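 further: 0% = enzyme with DMSO only and 100% = wells lacking PAFAH1B3 protein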
pPAFAH FP inh – pPAFAH enzyme inhibitors, primary screen, biochemical, fluorescence polarization, human; Platelet-activating factor acetylhydrolase (Homo sapiens), Q13093; AID 463082, 2010; recombinant pPAFAH, FP-rhodamine probe fluorescence polarization; 330,000 tested, 1.5% active; inhibition, % at 3.39 µM;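 active means inhibition above the mean inhibition across the screen plus 3 SD, cut at about 25% in these data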;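 further: inhibitors block binding of the rhodamine activity-based probe so polarization drops; 0% = enzyme with DMSO and 100% = wells lacking pPAFAH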
Target sequence (Q13093 whole entry, looked up): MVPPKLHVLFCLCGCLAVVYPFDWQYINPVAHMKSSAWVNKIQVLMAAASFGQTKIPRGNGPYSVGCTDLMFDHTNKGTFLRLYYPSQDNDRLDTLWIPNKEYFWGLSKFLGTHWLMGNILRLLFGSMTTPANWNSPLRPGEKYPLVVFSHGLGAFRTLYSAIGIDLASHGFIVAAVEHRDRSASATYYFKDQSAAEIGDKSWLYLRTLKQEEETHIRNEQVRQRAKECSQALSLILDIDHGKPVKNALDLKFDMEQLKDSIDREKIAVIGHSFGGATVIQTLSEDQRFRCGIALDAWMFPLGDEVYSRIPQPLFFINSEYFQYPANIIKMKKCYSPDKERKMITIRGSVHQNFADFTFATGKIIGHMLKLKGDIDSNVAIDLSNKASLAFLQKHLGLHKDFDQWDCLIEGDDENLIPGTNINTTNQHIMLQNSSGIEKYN
PAFAH1B2 inh – PAFAH1B2 enzyme inhibitors, primary screen, biochemical, fluorescence polarization, human. Platelet-activating factor acetylhydrolase IB subunit alpha2 (Homo sapiens), P68402. recombinant PAFAH1B2, FP-rhodamine activity probe. inhibition, % at 3.39 µM. 340,000 tested, 1.2% active. AID 492953, 2010;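 active means inhibition above the mean of all tested compounds plus 3 SD, cut at about 24% in these data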;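 further: 0% = enzyme with DMSO and 100% = wells lacking PAFAH1B2; many of its hits are not listed in these tables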
* = called active by the depositor; / = no result given. The list is partial (hit frequency here may not be typical).

SMILES	PREPL inh	PAD4 inh	GSTO1 counter	PME-1 primary	LYPLA2 counter	LYPLA1 inh	PAFAH1B3 inh	pPAFAH FP inh	PAFAH1B2 inh
Cc1ccc(NC(=O)c2ccc(Cl)cc2[N+](=O)[O-])nc1	-4	-6	3	-11	-2	-2	2	1	1
COc1ccc(NC(=O)c2ccccc2NC(=O)CN2CCCCCC2)cc1	14	-6	/	-5	-2	-4	5	2	-4
COc1ccc(C(=O)N(c2ccccc2)C2C=CS(=O)(=O)C2)cc1 (centres undefined)	4	-2	4	-3	1	-1	1	-2	6
COC(=O)C1CCN(C(=O)c2ccc(SC)cc2OC)CC1	0	0	2	2	2	-5	6	3	1
O=C(Cn1nc(C(F)(F)F)c2c1CCCC2)N1CCOCC1	6	-9	-1	-2	-9	0	7	-3	2
O=C(NC1CCCCC1)c1cccc(S(=O)(=O)N2CCOCC2)c1	-4	-4	0	1	-1	1	7	5	4
COc1ccc(OC)c(S(=O)(=O)NCc2cn3ccsc3n2)c1	2	0	0	1	-2	-2	-1	-2	-1
Cn1c(SCc2cccc(Br)c2)nnc1-c1ccccn1	5	-1	-4	1	-1	-3	1	3	2
CCOC(=O)c1ccc2nc(Nc3nc4ccc(F)cc4s3)sc2c1	6	-2	5	9	-6	-3	1	1	6
CCOc1ccc(CCNC(=O)c2ccc(OCc3c(C)noc3C)cc2)cc1OCC	-6	0	8	-1	6	-1	3	-1	8
CCc1nn(CC(=O)NCCCN2CCCC2=O)c(=O)c2cc3sccc3n12	11	5	6	2	-2	-3	2	1	-2
Cc1ccc2cc(C#N)c(N3CCCN(C(=O)C4CCCO4)CC3)nc2c1 (centres undefined)	10	3	0	-4	6	-3	5	2	2
CCN(CC(=O)N1CCOCC1)S(=O)(=O)c1ccc(Cl)cc1	10	-2	-4	1	0	-1	10	7	4
CC1CCCC(NC(=O)COC(=O)c2cc(=O)[nH]c3ccccc23)C1C (centres undefined)	-21	-4	/	/	/	/	9	2	0
O=C(Cn1cnc2ccccc2c1=O)NCCC(=O)N1CCN(c2ccccc2)CC1	-12	2	1	0	0	6	2	1	-5
CNC(=S)Nc1sc2c(c1C(=O)OC)CCC2	10	-1	-7	1	-4	-5	4	2	5
Cc1cccc(N(CC(=O)N=Nc2c(O)[nH]c3ccccc23)S(C)(=O)=O)c1C	-6	3	3	-6	-2	-2	9	7	5
c1ccc(-c2cc(CSc3nc4ccccc4[nH]3)on2)cc1	-24	4	-9	-25	-7	-8	1	-13	5
NC1=NC[C@@H](Cc2ccc(O)cc2)N1CCCCC1CCCCC1	4	0	-1	3	3	-2	7	5	0
CCOC(=O)CSc1nc2c(sc(=S)n2Cc2ccco2)c(=O)n1-c1ccc(F)cc1	3	-2	-6	2	-1	-2	7	6	4
NS(=O)(=O)c1ccc(NC(=O)COC(=O)CCc2c[nH]c3ccccc23)cc1	0	-6	-1	1	5	-1	11	6	1
Cc1ccc2c(CN3CCOCC3)cc(=O)oc2c1C	15	8	-4	3	13	-1	6	0	4
Cc1ccc(Cn2nc(C)c(NC(=O)c3cc(-c4ccco4)on3)c2C)cc1	13	-2	-3	-7	1	1	3	4	5
CCN(CC(=O)Nc1c(F)cccc1F)C(=O)c1ccc2c(c1)S(=O)(=O)N=C1CCCCCN12	18	-1	4	-5	7	3	1	2	6
Cc1cc(=O)[nH]c(SCC(=O)N(CCC#N)c2ccccc2)c1C#N	7	4	7	-8	6	-1	8	3	2
O=C(CN1CC(=O)Oc2ccccc21)OCC(=O)c1ccc(F)cc1	11	-2	21	-7	7	5	1	1	-2
Cc1nn(Cc2ccc(F)cc2)c(Cl)c1/C=N/NC(=O)c1cccnc1	-20	1	-3	7	13	5	6	7	5
Cc1c(Cl)cccc1NC(=S)Nc1ccc2[nH]c(=O)[nH]c2c1	20	1	-3	0	4	0	5	1	-1
O=C(CCC1CCCN(C(=O)c2ccc3c(c2)OCO3)C1)NCc1ccc(F)c(F)c1 (centres undefined)	1	-2	1	4	1	-2	8	4	-1
CCc1noc(C)c1C(=O)OCC(=O)Nc1nc(-c2ccc(F)c(F)c2)cs1	-7	1	/	-23	-33	-25	3	-5	-2
COC(=O)CSc1nnc(-c2ccc(S(=O)(=O)NCc3ccccc3Cl)cc2)o1	-1	-7	1	8	1	4	9	0	7
C=CCC[C@@H](Cc1ccc(F)cc1)C(=O)OC[C@@H](C)NC(=O)[C@@H](CC=C)CC(=O)N[C@H](CO)Cc1ccccc1	14	-8	/	/	/	/	0	4	6
O=[N+]([O-])c1ccc(CN2CCN(Cc3c[nH]c4ccccc34)CC2)cc1	-6	0	7	4	-1	0	3	-4	3
CCCc1cc(=O)oc2c3c(c4c(c12)OC(C)(C)C=C4)OC(C)C(C)C3O (centres undefined)	9	1	0	3	1	-4	-4	31*	4
Cn1cc(Br)c(C(=O)n2cc(Br)cn2)n1	5	1	-1	-5	2	0	2	4	7
CSc1ccccc1NC(=O)CN(C)C(=O)Cc1c[nH]c2ccccc12	8	2	2	1	-5	-3	3	-1	6
CCOC(=O)c1cnc2c(OC)cccc2c1Oc1ccccc1	-4	-2	-1	-5	-3	-1	15	7	15
CCSc1cc(N2CC(C)OC(C)C2)nc(-c2ccccc2Cl)n1 (centres undefined)	-3	-1	-8	-1	-6	-1	5	2	-1
COCCCNC(=O)CSc1nc2ccccc2c(=O)n1CCCC(=O)NCC1CCCO1 (centres undefined)	4	-8	1	2	-4	-1	10	0	2
COc1ccc(CNC(=O)Nc2ccc(C)c(C)c2)cc1	-3	1	0	1	4	-1	4	5	3
CSc1cccc(NC(=O)Nc2ccccc2C(N)=O)c1	16	-8	-2	4	-6	4	-3	-2	3
O=C(COC(=O)Cn1cnc2ccccc21)Nc1cccc2c1C(=O)c1ccccc1C2=O	16	-1	0	7	7	7	8	2	5
CN1CCN(CC(=O)Nc2ccc(S(=O)(=O)N(C)C)cc2)CC1	4	2	-1	0	1	0	2	3	11
O=C(CSc1ncn[nH]1)Nc1ccnc2ccccc12	8	1	6	0	-3	0	8	-7	0
COc1ccc(S(=O)(=O)N2CCNCC2)cc1OC	18	-5	6	2	-3	3	18	-3	2

Just GSTO1 counter (2 entries from above):
Compound	GSTO1 counter
O=C(COC(=O)Cn1cnc2ccccc21)Nc1cccc2c1C(=O)c1ccccc1C2=O	0
COc1ccc(S(=O)(=O)N2CCNCC2)cc1OC	6

Next section.
SMILES	PREPL inh	PAD4 inh	GSTO1 counter	PME-1 primary	LYPLA2 counter	LYPLA1 inh	PAFAH1B3 inh	pPAFAH FP inh	PAFAH1B2 inh
O=CNC(=O)c1ccccc1C(=O)O	1	-1	6	2	1	-2	5	5	3
CN(C)CCCCOc1ccc(Br)cc1Cl	-1	2	6	-1	6	0	15	6	3
CCCc1nc2ccc(NC(=O)c3ccco3)cc2c(=O)n1Cc1ccc(Cl)cc1	-56	-2	-1	-20	-46	-26	-3	-5	12
Cc1occc1C(=O)Nc1cc(C(F)(F)F)ccc1Cl	20	-1	-4	2	10	0	4	7	-4
Cc1ccc(Cl)cc1N1CCN(Cc2cc3c(cc2O)CCC3)CC1	15	0	-1	3	7	1	4	0	5
Cc1cc(C)c(NC(=O)Nc2ccccc2)c(C)n1	23	2	/	4	9	2	6	-5	1
COc1ccc(NC(=O)NNC(=O)c2cc3ccccc3cc2O)cc1	-1	-8	3	-4	7	-2	17	18	4
COc1ccc(/C=C/C(=O)OCCNC(=O)c2ccncc2)cc1OC	-11	0	5	2	-1	0	11	2	3
OCC[C@@H]1C[C@@H](O)[C@H](O)[C@@]2(CCCCO2)O1	3	-2	-2	-4	-8	-1	14	7	5
CC(C)C1Oc2ccccc2N(CC(=O)N(C)C2CCCCC2)C1=O (centres undefined)	0	-4	0	1	-2	1	6	2	10
COc1ccc(-c2nnc(SCC(=O)Nc3cccc(Cl)c3)o2)cc1	-1	-3	-1	2	3	-3	8	5	1
CCn1c(=S)sc2c(=O)n(CC(=O)Nc3ccccc3)c(C)nc21	5	2	-6	4	6	5	4	3	-2
CCOc1ccc(NC(=O)CCC(=O)O)cc1	-5	1	0	-1	-6	-4	7	-2	2
Cc1c(OCc2ccccc2)c(=O)ccn1Cc1ccccc1	9	-5	2	3	-4	0	5	2	5
C=CCSc1nc2sc(C)c(C)c2c(=O)n1CC=C	18	0	3	-7	-2	0	6	4	2
Cc1ccc2c(c1)-c1c(cnn1CC(=O)Nc1ccccc1N1CCN(C)CC1)CO2	13	9	6	17	1	-3	-5	3	-1
O=C(Nc1ccccc1N(C(=O)c1ccco1)S(=O)(=O)c1cccs1)c1ccco1	4	-5	8	1	4	-1	7	5	3
O=C(COC(=O)c1ccccc1SCC(=O)N1CCCC1)NC1CCS(=O)(=O)C1 (centres undefined)	12	2	5	-4	2	2	-5	-2	-2
Cc1ccnc(NC(=O)c2ccc([N+](=O)[O-])o2)c1	4	-3	3	0	0	-3	-11	6	4
CCCCOP(=O)(c1ccc(N(C)C)cc1)C(O)c1ccc(C(C)C)cc1 (centres undefined)	8	-3	0	0	-4	0	0	4	12
N#CC1(C#N)CC(C=O)=C(N)C1(C#N)CC(=O)C12CC3CC(CC(C3)C1)C2 (centres undefined)	9	-4	-16	-13	-15	-4	-2	11	31*
CCOc1ccccc1OCCCC(=O)N(C)CC(=O)Nc1cc(C)ccc1C	-3	-2	1	-5	2	-3	16	1	7
S=C(c1ccc(-c2cccc(Cl)c2)o1)N1CCOCC1	-12	5	-10	-3	3	0	1	2	1
Cc1ccc(S(=O)(=O)N2CCC(=O)N(C(COCc3ccc(C(F)(F)F)cc3)Cc3ccccc3)CC2)cc1 (centres undefined)	28	7	6	-1	3	-3	4	3	14
CCCCn1c(=O)[nH]c2ccccc21	3	-4	-5	-4	-1	-1	10	2	0
C=CCC(NCc1ccco1)c1ccc(OC)c(OC)c1 (centres undefined)	-10	0	-2	1	-2	0	-5	-2	3
O=C(NCc1ccccc1)C1=C[C@@H](c2csc3ccccc23)C[C@@H](OCCCCO)O1	-6	-6	-3	-3	7	-2	/	14	/
Cc1ccc(C(=O)N(C)CC(=O)Nc2ccc(N3CCOCC3)cc2)s1	16	-7	20	10	-2	0	5	-10	-1
Cc1ccc2[nH]c3c(c2c1)CCCC3NCCO (centres undefined)	6	1	6	1	0	1	10	1	6
CCC(=O)N1CCc2cc(S(=O)(=O)N3CCN(C(=O)c4ccco4)CC3)ccc21	-6	4	-2	-3	3	-2	-1	6	-3
Cc1cc(-c2ccc(S(=O)(=O)N3CCN(c4cccc(C)c4C)CC3)s2)on1	-8	-4	2	-10	-15	-8	3	-6	3
CCCc1cc(=O)[nH]c(SCC(=O)c2cc(C)n(C3CC3)c2C)n1	13	-2	0	3	3	-2	2	11	6
